Bioassay records deposited in PubChem by Broad Institute.
DENV2 CPE rescue: protects cells from dengue virus 2 cytopathic effect. DENV2-infected cells, cytopathic effect rescue, plate reader. CPE inhibition, % at 9.99 µM. 1.7% of 350,000 active; in the data active means CPE inhibition above about 20%, passing the limit was not always enough; inconclusive means no clear call, values can overlap the other calls; tested in BHK-21 cells;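 further: 0% = median of neutral control wells and 100% = median of positive control wells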
ERAP1 inh: ERAP1 (human) enzyme inhibition. Q9NZ08. recombinant ERAP1, Leu-AMC fluorescence, 60 min. inhibition, % at 10.7 µM. 0.15% of 340,000 active;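 active means mean replicate inhibition of at least 30%, or all replicates individually reaching that 30% level; inactive means mean below 30% and not every replicate reaching it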;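 further: 0% = neutral control wells and 100% = L-leucinethiol positive control wells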
ERp5 inh: ERp5 (human) disulfide isomerase inhibition. ERp5 insulin aggregation, absorbance 650 nm, 90 min. inhibition, % at 9.99 µM. 0.05% of 350,000 active;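 active means mean replicate inhibition above about 25%, with every replicate also reaching it, limit read from the data, passing the limit was not always enough; inconclusive means only one of those two criteria met; inactive means neither criterion met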
Target sequence (Q15084 whole entry, looked up): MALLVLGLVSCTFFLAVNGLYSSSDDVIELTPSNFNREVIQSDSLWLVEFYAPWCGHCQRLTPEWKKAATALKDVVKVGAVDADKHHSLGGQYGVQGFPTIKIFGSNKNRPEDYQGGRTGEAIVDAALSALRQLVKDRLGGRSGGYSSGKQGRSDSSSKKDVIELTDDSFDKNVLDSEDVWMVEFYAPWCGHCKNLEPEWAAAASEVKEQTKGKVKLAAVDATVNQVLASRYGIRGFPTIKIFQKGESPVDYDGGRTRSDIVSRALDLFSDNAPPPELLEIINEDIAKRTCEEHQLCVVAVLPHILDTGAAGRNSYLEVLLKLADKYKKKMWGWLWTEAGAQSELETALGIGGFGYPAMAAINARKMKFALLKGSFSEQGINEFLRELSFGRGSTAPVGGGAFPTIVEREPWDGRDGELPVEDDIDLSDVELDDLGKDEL
Casp6 inh: inhibitors of human caspase-6; P55212; AID 686996; inhibition, % at 12.5 µM; purified caspase-6, Z-VEID-R110 cleavage fluorescence; 0.53% of 350,000 active;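 active means mean inhibition across replicates at least about 35%, with every replicate also reaching that limit, limit read from the data; inconclusive means only one of the two criteria met; inactive means neither criterion met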;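 further: 0% = median of neutral control wells and 100% = no fluorescence left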
SIRT5 block: blocks human SIRT5 desuccinylation of peptide; Q9NXA8; Purified SirT5, succinyl-peptide AMC, trypsin-coupled fluorescence; inhibition, % at 15 µM; 1.1% of 330,000 active; in the data active means inhibition above about 15%; inconclusive means no clear call, values can overlap the other calls
Target sequence (Q9NXA8 whole entry, looked up): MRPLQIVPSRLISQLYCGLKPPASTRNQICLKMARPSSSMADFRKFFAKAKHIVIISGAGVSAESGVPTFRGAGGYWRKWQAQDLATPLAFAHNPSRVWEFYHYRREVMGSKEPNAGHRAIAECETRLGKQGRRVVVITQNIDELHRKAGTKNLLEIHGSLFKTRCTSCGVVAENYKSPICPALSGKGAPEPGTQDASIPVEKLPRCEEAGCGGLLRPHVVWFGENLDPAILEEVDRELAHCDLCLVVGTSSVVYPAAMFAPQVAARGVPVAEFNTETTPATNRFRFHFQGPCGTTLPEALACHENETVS
F508del corr: CFTR F508del correction in bronchial cells | CFBE cells, YFP halide quenching; stimulated with forskolin plus potentiator P3; % fluorescence drop versus neutral controls | 0.36% of 350,000 active | activity (quench increase), % at 7.58 µM;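 active means mean added fluorescence quench of at least 8% versus neutral control, with both replicates also reaching 8%; inconclusive means only one of the mean or replicate conditions met; inactive means mean below 8% and not both replicates reaching 8%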;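 further: cells transiently co-express mutant CFTR-F508del with the halide-sensitive YFP; corrector assay measuring rescue of mutant channel to the surface after 24 h compound exposure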
miR-122 sensor: blocks miR-122 activity in Huh7 sensor cells | Huh7 miR-122 Renilla luciferase sensor, 48 h; neutral wells = 0, positive control = 100 | activation (reporter increase), % at 12.5 µM | 0.3% of 340,000 active;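 active means mean replicate activation score at least 90 and every replicate individually at or above 90; inconclusive means only one of the two criteria met; inactive means neither criterion met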;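 further: higher luciferase means less miR-122 activity so hits act as miR-122 inhibitors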
The depositor's hits bear a star; ? = inconclusive; nt = no result given; [ ] = dose if it differs, or a comment.

smiles,DENV2 CPE rescue,ERAP1 inh,ERp5 inh,Casp6 inh,SIRT5 block,F508del corr,miR-122 sensor
O=C(/C=C/c1cccs1)c1ccco1,-5,0,0,-4,1,0.7,-2
C/C(=N/N1CCN(Cc2cccc3ccccc23)CC1)c1cccnc1,-4,2,7,-4,2,nt,nt
Cc1ccc(S(=O)(=O)N[C@@H]2CC[C@H](CC(=O)N3CCc4ccccc4C3)O[C@H]2CO)cc1,18,-1,-6,1,-2,-4.1,0[16.7 µM]
COc1ccc(S(=O)(=O)Nc2ccc(Oc3ccsc3C(=O)O)cc2)cc1,4,-14,-4,4,-5,-1.0,nt
CN(C)CC(=O)Nc1ccc2c(c1)[C@H]1C[C@H](CC(=O)NCC3CC3)O[C@H](CO)[C@H]1O2,-6,-1,2,0,1,0.3,-3[16.7 µM]
Cc1ccsc1/C=N/NC(=O)c1ccncc1,1,5,2,-3,4,-1.1,nt
O=C(N[C@H]1CC[C@H](CCn2cc(-c3ccccn3)nn2)O[C@H]1CO)c1ccc(F)cc1,0,2,3,3,-6,-2.9,nt
C[C@@H]1CN([C@H](C)CO)C(=O)Cc2cc(NS(C)(=O)=O)ccc2O[C@@H]1CN(C)S(C)(=O)=O,-1,1,-6,2,1,-1.3,8[16.7 µM]
COc1ccc(OCC(=O)Nc2ccc3c(c2)nc(CCN2CCN(C)CC2)n3C)cc1,7,-3,4,-31,6,1.9,-3
CC(C)C[C@H]1COc2cc(N3CCSCC3)ccc2S(=O)(=O)N1,8,nt,5,-2,7,-2.6,nt
O=C(Cc1ccc([N+](=O)[O-])cc1)N/N=C/c1ccco1,nt,4,1,2,-3,1.8,nt
C[C@H]1CCCCO[C@H](CN(C)C(=O)C2CCCCC2)[C@@H](C)CN([C@@H](C)CO)C(=O)c2cc(NC(=O)Nc3ccc(C(F)(F)F)cc3)ccc2O1,?,1,-1,1,-15,3.3,-10[16.7 µM]

Further compounds:
smiles,DENV2 CPE rescue,ERAP1 inh,ERp5 inh,Casp6 inh,SIRT5 block,F508del corr,miR-122 sensor
O=C(N[C@H]1CC[C@@H](CCn2cc(C3(O)CCCC3)nn2)O[C@H]1CO)C1CCCCC1,4,-4,4,-2,0,-0.5,nt
COc1ccc(-c2cc(-c3nnc(COC(=O)CC4CCCC4)o3)c3ccccc3n2)cc1OC,-1,-2,0,-2,-1,-6.0,-11
CCCNC(=O)N1CC(=O)N2[C@H](C1)[C@@H](c1ccc(C#Cc3ccc(F)cc3)cc1)[C@@H]2CO,5,0,3,-1,-1,-0.7,nt
CCN(c1ccccc1)S(=O)(=O)c1cc(C(=O)OCC(=O)c2c(N)n(C)c(=O)n(C)c2=O)ccc1C,0,2,4,26,2,-2.7,2
O=C1OCCC1Sc1nnc(-c2ccco2)n1-c1ccccc1 (stereo not drawn),nt,5,-6,2,-3,0.9,nt
CCOc1ccc(C(C)NC(=S)NC2CCCCC2)cc1OCC (stereo not drawn),0,-4,0,-1,-4,-1.8,nt
O=c1ccc(-c2ccccc2)no1,0,-2,3,2,-3,-0.7,nt
CN(C)/C=N/C(=S)Nc1ccccc1Cl,-4,3,5,1,5,-0.1,-1
CCS(=O)(=O)Nc1ccc2c(c1)C(=O)N(C)[C@H]1CC[C@H](CC(=O)NCc3ccccc3F)O[C@H]1CO2,0,0,-3,-4,-2,nt,nt
CC(=O)N/C(=C\c1ccccc1)C(=O)OCC(=O)N(C)C1CCS(=O)(=O)C1 (stereo not drawn),?,-3,-1,0,-7,1.5,-2
CCCN(CC(=O)Nc1ccccc1OC)Cc1c(O)ccc2ccccc12,3,1,4,nt,-1,-0.9,nt
COc1ccc2c3c(n(C)c2c1)[C@H](CO)N(C(=O)CC1CC1)CC31CCN(C(=O)CC2CC2)CC1,8,2,-3,0,3,1.7,nt

The listing continues:
smiles,DENV2 CPE rescue,ERAP1 inh,ERp5 inh,Casp6 inh,SIRT5 block,F508del corr,miR-122 sensor
Cc1nn(C)cc1NC(=O)C[C@@H]1CC[C@@H]2[C@H](COc3ccc(NC(=O)c4cccc(F)c4)cc3C(=O)N2C)O1,2,-1,-2,-2,-2,-2.5,-10[16.7 µM]
CO[C@H]1CN(C)C(=O)c2ccc(NS(C)(=O)=O)cc2OC[C@@H](C)N(CC2CC2)C[C@H]1C,-4,-3,-1,2,5,-1.0,nt
O=C1C(Cl)=C(N2CCOCC2)C(=O)N1c1cccc(C(F)(F)F)c1,-1,2,-10,9,1,5.7,-8
Cc1c(Cl)cccc1NC(=O)COC(=O)c1c2c(nc3ccccc13)CCN(Cc1ccccc1)C2,-2,8,-6,-7,-10,nt,nt
COc1cc(/C=C/C(=O)OCC(=O)NC(=O)NC(C)C)cc(OC)c1OC,5,-2,4,5,-5,1.2,5
Cc1c(Cl)cccc1NC(=S)NN,0,0,8,-8,0,-1.8,nt
CCc1cccc(C)c1NC(=O)CN1C(=O)NC(Cc2ccccc2)C1=O (stereo not drawn),10,5,6,-3,-2,-1.7,nt
N#Cc1cccc(-c2ccc([C@H]3[C@@H](CO)N4CCCCN(C(=O)Nc5ccccc5)C[C@@H]34)cc2)c1,5,-3,4,2,0,3.7,0[16.7 µM]
O=C(NNC(=S)NCc1ccc(Cl)cc1)c1ccc(Br)o1,16,0,-6,0,-1,0.2,nt
COc1ccccc1NS(=O)(=O)c1cc(NC(=O)Nc2ccccc2)ccc1N1CCCCC1,nt,1,-5,0,-2,-0.1,289*
Cc1cccc(NC(=O)CN2C(=O)N/C(=C\c3ccccc3OCc3ccc(C(=O)O)cc3)C2=O)c1,-9,0,-2,4,1,1.4,nt
Cc1cccc(-c2ccc([C@H]3[C@H](CO)N4C(=O)CN(S(=O)(=O)c5cccc(F)c5)C[C@@H]34)cc2)c1,-5,0,1,-2,11,-2.7,nt

The last two compounds of the part above come first, to join the parts:
smiles,DENV2 CPE rescue,ERAP1 inh,ERp5 inh,Casp6 inh,SIRT5 block,F508del corr,miR-122 sensor
Cc1cccc(NC(=O)CN2C(=O)N/C(=C\c3ccccc3OCc3ccc(C(=O)O)cc3)C2=O)c1,-9,0,-2,4,1,1.4,nt
Cc1cccc(-c2ccc([C@H]3[C@H](CO)N4C(=O)CN(S(=O)(=O)c5cccc(F)c5)C[C@@H]34)cc2)c1,-5,0,1,-2,11,-2.7,nt
CC(C)COc1ccc(-c2nn(-c3ccccc3)cc2CO)cc1,-4,-3,-3,4,2,-3.5,5
CCOc1ccc(C(=O)/C=C/c2ccc(SC)cc2)cc1,4,-4,3,-1,-1,-1.7,-11
O=C(C(=O)N1CCC(CNS(=O)(=O)c2cc(C(F)(F)F)cc(C(F)(F)F)c2)CC1)c1cccs1,9,4,-8,2,nt,3.4,nt
CCOC(=O)C(Cc1ccc(Cl)cc1Cl)c1ccno1 (stereo not drawn),-3,3,7,3,-2,3.8,nt
O=C1CCCN2N=C(SCC(=O)Nc3ccc(OC(F)(F)F)cc3)SC2=N1,-6,-2,5,1,6,-1.3,3
COc1ccc(S(=O)(=O)N2CCOC23CCN(S(=O)(=O)c2ccc(Cl)cc2)CC3)cc1,-8,2,-5,-13,-3,3.3,nt
O=C(C[C@@H]1CC[C@@H](NC(=O)CN2CCOCC2)[C@@H](CO)O1)NC1CCCCC1,2,-3,8,1,-1,2.7,nt
O=C(c1ccc(OC2CCN(Cc3cccc(OCCO)c3)CC2)cc1)N1CCCC1,-5,-1,2,-1,-2,3.3,-2
Cc1cn(C2CCCCC2)c(=O)[nH]c1=O,-5,2,-4,-3,nt,-0.1,2
Cc1ccc(S(=O)(=O)NCCC2=CCCCC2)cc1,1,4,2,2,-3,-2.9,?
C[C@@H]1CN([C@H](C)CO)C(=O)c2cc(NS(=O)(=O)c3cn(C)cn3)ccc2O[C@@H]1CN(C)CC1CC1,7,0,6,0,nt,-0.1,-7[16.7 µM]
O=C(NCCS(=O)(=O)c1ccc(Br)cc1)c1ccccc1,9,-6,2,-3,0,-0.2,nt

New compounds follow:
smiles,DENV2 CPE rescue,ERAP1 inh,ERp5 inh,Casp6 inh,SIRT5 block,F508del corr,miR-122 sensor
Clc1ccc2nc3c4ccccc4cnn3c2c1,-6,-2,4,3,0,-3.1,nt
C[C@@H]1CN([C@@H](C)CO)C(=O)c2cc(NC(=O)CCN3CCOCC3)ccc2O[C@H]1CN(C)C(=O)Nc1ccc(C(F)(F)F)cc1,-1,1,10,1,3,1.1,5[16.7 µM]
Cn1c(=O)c2c(c3ccccc31)OC(=O)CC2c1cccnc1 (stereo not drawn),17,-1,-1,3,2,1.2,nt
CNC(=O)C1Cc2ccccc2CN1S(=O)(=O)c1ccc(OC)c(OC)c1 (stereo not drawn),-5,0,2,3,1,-0.4,1
CCOc1ccccc1N(CC(=O)N1CCN(Cc2ccccc2)CC1)S(=O)(=O)c1ccccc1,-1,2,-5,0,0,5.5,nt
Cc1cccc(-n2c(CCN3C(=O)c4ccccc4C3=O)nc3ccccc3c2=O)n1,nt,7,-2,0,-3,nt,-2
COc1ccc(NC(=O)N[C@H]2CC[C@@H](CCNC(=O)c3ccccc3F)O[C@H]2CO)cc1,0,-3,3,1,0,-3.1,nt
COc1ccccc1CNC(=O)COC(=O)/C=C/c1ccc(OC(F)F)c(OC)c1,-8,-3,3,-2,1,1.9,nt
C[C@@H]1CCCCO[C@H](CN(C)C(=O)CCC(F)(F)F)[C@H](C)CN([C@H](C)CO)C(=O)c2cc(N(C)C)ccc2O1,-1,-6,-3,0,5,-1.7,-7[16.7 µM]
COc1ccc(C2Nc3ccccc3C(=O)N2c2ccc(F)cc2)cc1CSc1ccccn1 (stereo not drawn),-3,0,-4,-5,-3,-0.9,nt
CCN(CC)c1ccc(C(=O)OCC(=O)N(C)Cc2ccccc2)cc1,0,-3,4,-3,1,1.9,nt
COc1ccccc1CCNC(=O)CNC(=O)Cc1cccc2ccccc12,8,-2,4,1,0,-0.5,-5

The list goes on.
smiles,DENV2 CPE rescue,ERAP1 inh,ERp5 inh,Casp6 inh,SIRT5 block,F508del corr,miR-122 sensor
CCc1cc(C(=O)N(CC)CC(=O)Nc2c(F)cccc2F)sc1C,-5,2,-2,-107,nt,-2.6,nt
CCOc1ccc(N2CC(O)(c3ccc(F)cc3)[N+]3=C2CCCC3)cc1 (stereo not drawn),-3,-2,0,nt,-14,0.5,nt
CS(=O)(=O)N1CCC(NC(=O)Nc2ccc(OC(F)(F)F)cc2)CC1,-9,-3,-6,-2,nt,4.1,-1
O=C1C(C=NCCCN2CCOCC2)=C(O)c2ccccc21,nt,1,1,-4,4,nt,0
Cc1cc(C(=O)Nc2ccon2)cs1,1,1,6,0,-3,-2.7,-28
N=c1sccn1CC(=O)Nc1cc(Cl)ccc1[N+](=O)[O-],?,-3,-1,-1,0,-0.7,nt
OCCNCc1cccc2ccccc12,9,0,0,0,-2,nt,nt
O=C(COC(=O)CNC(=O)c1ccccc1F)Nc1ccc2c(c1)OCO2,-2,-2,-13,1,-2,-2.3,5

Look-ups from above:
Entry for CS(=O)(=O)N1CCC(NC(=O)Nc2ccc(OC(F)(F)F)cc2)CC1 in ERAP1 inh: -3
Entry for CCc1cc(C(=O)N(CC)CC(=O)Nc2c(F)cccc2F)sc1C in Casp6 inh: -107
